Screening data deposited in PubChem BioAssay by several laboratories.
Efa HMGR inh = blocks class II HMG-CoA reductase of Enterococcus faecalis; purified E. faecalis HMGR, NADPH absorbance 340 nm kinetic; inhibition, % at 10 µM; actives 0.41% (n = 190,000);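 active means inhibition above a set limit, the median over all tested compounds plus 3 SD, cut at about 9.5% in these data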;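 further: enzyme runs in reverse so mevalonate oxidation gives rising NADPH absorbance; 0% = complete reaction with DMSO and 100% = background rate lacking mevalonate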
TNAP inh no acc = TNAP (human) inhibition, acceptor-free conditions | P05186 | purified TNAP, CDP-star luminescence, 30 min | inhibition, % at 20 µM | AID 1012 | actives 0.26% (n = 200,000);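 active means tissue-nonspecific alkaline phosphatase inhibition above about 50% at 20 µM in the single-dose screen, limit read from the data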;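 further: 0% = DMSO negative control and 100% = EDTA positive control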
Target sequence (P05186 whole entry, looked up): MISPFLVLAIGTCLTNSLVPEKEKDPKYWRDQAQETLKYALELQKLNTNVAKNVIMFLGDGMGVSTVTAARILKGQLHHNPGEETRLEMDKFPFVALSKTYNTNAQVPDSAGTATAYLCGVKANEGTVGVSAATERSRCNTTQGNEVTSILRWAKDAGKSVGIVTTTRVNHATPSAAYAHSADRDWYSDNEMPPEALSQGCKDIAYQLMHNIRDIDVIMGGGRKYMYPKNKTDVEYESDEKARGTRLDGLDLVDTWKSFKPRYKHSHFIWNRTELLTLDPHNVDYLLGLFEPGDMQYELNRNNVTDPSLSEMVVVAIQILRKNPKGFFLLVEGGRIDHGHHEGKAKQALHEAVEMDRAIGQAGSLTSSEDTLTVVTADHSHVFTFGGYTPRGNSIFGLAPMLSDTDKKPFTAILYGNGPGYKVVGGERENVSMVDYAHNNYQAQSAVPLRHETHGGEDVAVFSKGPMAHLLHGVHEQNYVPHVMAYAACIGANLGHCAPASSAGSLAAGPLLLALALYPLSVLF
SRC2 TRFRET art = counter-screen for PPARgamma SRC-2 recruitment agonists: TR-FRET artefact | active compounds read high | actives 0.4% (n = 200,000) | TR-FRET ratio at 8 µM | AID 1049; in the data active means TR-FRET ratio above about 2000; further: inactives centre near 1500
PPARg SRC1 recr = agonists of human PPARgamma SRC-1 coactivator recruitment; P37231; PPARgamma-SRC-1 coactivator recruitment biochemical assay; activation, % at 8 µM; actives 0.41% (n = 200,000); in the data active means activation above about 19%;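 further: 0% = DMSO and 100% = reference agonist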
Target sequence (P37231 whole entry, looked up): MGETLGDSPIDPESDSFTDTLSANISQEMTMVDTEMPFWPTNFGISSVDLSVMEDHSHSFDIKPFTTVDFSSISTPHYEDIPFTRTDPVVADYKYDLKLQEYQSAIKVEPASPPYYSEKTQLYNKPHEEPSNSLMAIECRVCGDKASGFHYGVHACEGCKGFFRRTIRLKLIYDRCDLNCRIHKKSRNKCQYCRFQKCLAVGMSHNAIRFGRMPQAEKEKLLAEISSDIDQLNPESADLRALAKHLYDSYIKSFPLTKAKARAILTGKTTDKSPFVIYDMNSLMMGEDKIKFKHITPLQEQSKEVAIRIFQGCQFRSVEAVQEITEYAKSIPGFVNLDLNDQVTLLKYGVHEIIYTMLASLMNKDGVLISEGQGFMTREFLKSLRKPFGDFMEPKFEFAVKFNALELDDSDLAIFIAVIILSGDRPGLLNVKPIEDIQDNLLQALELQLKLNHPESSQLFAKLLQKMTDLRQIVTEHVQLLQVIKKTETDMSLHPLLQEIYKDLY
bIAP act = intestinal alkaline phosphatase (bovine) activation | activation factor at 20 µM | actives 0.17% (n = 200,000) | purified bovine IAP, CDP-star luminescence, 30 min; active compounds read high; fold of DMSO-control signal, blank-subtracted;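 active means activation factor of 2 or more at 20 µM, a signal rise over negative controls twice the positive control's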
PPARg SRC-2 ag = agonists of SRC-2 recruitment by human PPARgamma. P37231. PPARgamma LBD-SRC-2 recruitment, biochemical. activation, % at 8 µM. actives 0.34% (n = 200,000). AID 1032; in the data active means activation above about 22%;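 further: 0% = vehicle and 100% = reference agonist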
PPARg SRC-3 ag = PPARgamma-driven SRC-3 recruitment agonism; actives 0.26% (n = 200,000); activation, % at 8 µM; biochemical PPARgamma/SRC-3 coactivator recruitment assay; P37231; in the data active means activation above about 23%;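 further: 0% = DMSO and 100% = reference agonist; some compounds past the cut are filed as inactive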
bIAP inh = intestinal alkaline phosphatase (bovine) inhibition | 190,000 tested, under 10 active | AID 1019 | inhibition, % at 20 µM | purified bovine IAP, CDP-star luminescence, 30 min;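 active means over 50% inhibition of intestinal alkaline phosphatase at 20 µM in the single-dose screen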
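System: Purified bovine intestinal alkaline phosphatase (IAP) enzyme | Input: IAP diluted 1/65,000,000 in the well | Also added: CDP-star chemiluminescent phosphatase substrate, 30 µM final | Dosing: 20 µM single dose | Times: Enzyme reaction for 30 min at room temperature | Detection: Luminescence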
TNAP inh hi DEA = blocks human TNAP under high phosphate acceptor concentration; P05186; purified TNAP, CDP-star luminescence, 1 M DEA; inhibition, % at 20 µM; actives 0.03% (n = 200,000); AID 1135;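 active means over 50% inhibition of tissue-nonspecific alkaline phosphatase at 20 µM in the single-dose screen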;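 further: plate controls were DMSO wells for no effect and EDTA-quenched wells as full inhibition for full effect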
TNAP act hi DEA = TNAP (human) activation, high acceptor; AID 1136; purified TNAP, CDP-star luminescence, 1 M DEA, 30 min; active compounds read high; 0 = EDTA background, 1 = DMSO-only activity; P05186; 200,000 tested, under 10 active; activation factor at 20 µM;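 active means activation factor at least 2 at 20 µM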
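Control set: EDTA negative control, DMSO positive control / Assay system: human TNAP / Quantity: TNAP 1/800 final / Evaluation: TNAP activation factor scaled between EDTA and DMSO control wells / Measured by: luminescent substrate turnover signal / Compound dosing: one dose, 20 µM / Times: 30 min enzyme reaction at room temperature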
Starred values were filed as active, the others as inactive. Random draw from the library; 1.6% or so of the library scored in one or more.

SMILES	Efa HMGR inh	TNAP inh no acc	SRC2 TRFRET art	PPARg SRC1 recr	bIAP act	PPARg SRC-2 ag	PPARg SRC-3 ag	bIAP inh	TNAP inh hi DEA	TNAP act hi DEA
Cc1ccc[n+](CC(=O)Nc2cc(C(F)(F)F)ccc2Cl)c1	0	4	1633	-2	0.8	9	11	20	0	1
COc1ccc(-c2csc(N(CCCN3CCOCC3)C(=O)c3ccco3)n2)cc1	-5	-7	1618	-1	1	12	9	-5	-3	1
CCOc1ccccc1/C=C(/NC(=O)c1ccccc1)C(=O)NCC(=O)O	4	-15	1685	6	1.1	8	3	-9	2	1
c1ccc(Oc2cccc(OCCCCSc3ncccn3)c2)cc1	-7	-7	1549	-4	0.8	5	11	16	-2	1
COc1ccc(/C=N/N=C2\SC(CC(=O)O)C(=O)N2c2ccccc2)cc1 (centres undefined)	-3	-6	1473	-2	1	-9	4	4	-6	1.1
Cc1cccc(-n2nc([N+](=O)[O-])c(=NCc3cccnc3)n2O)c1	-4	-2	1478	1	1	4	2	1	0	1
COCCNCCCOc1ccc(Cl)cc1Br	-3	-13	1452	19	1	1	-4	3	-7	1.1
COCCNC(=O)C1CC(c2ccc(F)cc2)=NO1 (centres undefined)	0	-15	1469	8	1	-1	1	4	-5	1.1
O=C(Cc1ccccc1)N/N=C/c1cccn1-c1ccc([N+](=O)[O-])cc1	-5	7	1350	-7	1	-5	-7	1	6	0.9
CCOC(=O)C1C(c2ccccc2)C(C(=O)OCC)C1c1ccccc1 (centres undefined)	0	-10	1605	3	1	9	-10	1	-2	1
Cc1ccc(COC(=O)c2ccc3c(c2)C(=O)N(CCCN2CCOCC2)C3=O)cc1	-1	-12	1650	-7	1.1	-1	-2	-6	-1	1
Cc1cc(C)nc(N/C(=N\S(=O)(=O)Cc2ccccc2)Nc2ccc(F)c(Cl)c2)n1	-3	-13	1649	2	0.9	11	5	8	1	1
COC(=O)c1ccc(-c2nc3ccccc3[nH]2)cc1	-4	-9	1594	-2	0.9	5	5	10	-4	1
CCCOc1ccc(CC2CCC(=O)NC2=O)cc1 (centres undefined)	1	17	1512	8	1.2	5	0	-16	3	1
COc1cc(CNCC2CCCO2)ccc1OCC(N)=O (centres undefined)	1	-5	1571	9	1.1	6	1	-14	-4	1
O=C(NC1CC1)c1scc2c1OCCO2	-2	-16	1495	8	0.9	-1	-7	8	-7	1.1
Cc1ccnc(NC2(C(F)(F)F)N=C(c3ccccc3)NC2=O)c1 (centres undefined)	0	-11	1745	-1	1	1	17	4	-5	1.1
Cc1cccc(OCC(=O)Nc2cc(C)ccc2O)c1	0	-10	1511	2	0.9	7	4	11	-6	1.1
CC(C)C1CC(CCNCc2ccc(N(C)C)cc2)(c2ccccc2)CCO1 (centres undefined)	5	-3	1613	0	0.9	-1	0	8	-2	1
Cc1ccc(-n2c(SCC(=O)NCCN3C(=O)CSC3=O)nnc2-c2ccccc2)cc1	4	-22	1514	-1	1	11	1	2	0	1

Whole records from above. Order of values: Efa HMGR inh, TNAP inh no acc, SRC2 TRFRET art, PPARg SRC1 recr, bIAP act, PPARg SRC-2 ag, PPARg SRC-3 ag, bIAP inh, TNAP inh hi DEA, TNAP act hi DEA
COCCNCCCOc1ccc(Cl)cc1Br is listed as -3, -13, 1452, 19, 1, 1, -4, 3, -7, 1.1
COC(=O)c1ccc(-c2nc3ccccc3[nH]2)cc1 is listed as -4, -9, 1594, -2, 0.9, 5, 5, 10, -4, 1
Cc1cc(C)nc(N/C(=N\S(=O)(=O)Cc2ccccc2)Nc2ccc(F)c(Cl)c2)n1 is listed as -3, -13, 1649, 2, 0.9, 11, 5, 8, 1, 1
COCCNC(=O)C1CC(c2ccc(F)cc2)=NO1 (centres undefined) is listed as 0, -15, 1469, 8, 1, -1, 1, 4, -5, 1.1

Going on with the list:
SMILES	Efa HMGR inh	TNAP inh no acc	SRC2 TRFRET art	PPARg SRC1 recr	bIAP act	PPARg SRC-2 ag	PPARg SRC-3 ag	bIAP inh	TNAP inh hi DEA	TNAP act hi DEA
Cc1cc(C(=O)NCc2ccccc2)c(=O)[nH]c1C	-7	-6	1373	2	0.9	-9	-9	12	-2	1
O=C(NCc1ccc2c(c1)OCO2)c1cc(-c2ccc(Cl)cc2Cl)on1	-2	0	1461	-1	0.9	1	2	8	-6	1.1
CC1CCCCN1C(=O)CCc1nnc(Cc2c[nH]c3ccccc23)o1 (centres undefined)	-7	-9	1583	-3	0.9	3	0	10	-5	1.1
CCOC(=O)N1CCN(C(=O)c2oc(=O)c3ccccc3c2-c2ccc(C)cc2)CC1	-6	-13	1599	0	1	3	11	1	-3	1
c1ccc(-n2c(-c3cccs3)nc3nc4ccccc4nc32)cc1	-6	1	1608	4	0.9	-1	0	11	-4	1
CCc1cc2c(cc3c(=O)n(CC(=O)N4CCN(c5ccccn5)CC4)nc(CC)n32)s1	-4	-6	1469	9	1	-7	-8	-1	-1	1
COC(=O)c1sc2nc(C)cc(C)c2c1N	6	-13	1540	4	1	-5	-1	4	-6	1.1
COc1ccc(CNC(=O)COC(=O)c2ccco2)cc1	-10	1	1548	4	1.1	5	1	-14	0	1
CCOc1c2c(nc3ccc(Cl)cc13)CCC2	-3	-11	1496	3	1	-3	-7	3	-7	1.1
CC(C)NC(=O)c1onc(CSc2cccc(Cl)c2)c1C(=O)O	1	-9	1543	-3	1	0	-2	1	0	1
CN1CCN(C(=O)c2ccc(Cl)c(S(=O)(=O)N3CCCCC3)c2)CC1	1	-8	1661	0	1.1	0	-4	-8	-2	1
O=C(COc1ccc([N+](=O)[O-])cc1)Nc1ccc(N2CCCC2)cc1	4	-5	1782	3	0.9	9	5	12	1	1
CN(CC(=O)Nc1ccncc1)S(=O)(=O)c1ccc(Cl)cc1	-8	-10	1584	6	0.9	-1	1	8	-4	1
C=CCNC(=O)CCNS(=O)(=O)c1ccc(Br)cc1	-1	-14	1742	4	1	11	11	4	-4	1
COc1ccc(CC(=O)Nc2ccc(-c3noc(-c4cc(OC)c(OC)c(OC)c4)n3)cc2)cc1	2	0	1704	6	1	20	11	-1	-1	1
CCOc1ccccc1-n1c(SCC(=O)N(C(C)C)C(C)C)nnc1-c1cccnc1	-6	-10	1722	0	1.1	3	-4	-11	-6	1.1
O=C(CC1Nc2cccc3cccc(c23)NC1=O)Nc1ccc(F)cc1 (centres undefined)	-1	-98	1634	13	1	6	11	1	-2	1
Cc1ccc(C(=O)COC(=O)c2cnccn2)cc1[N+](=O)[O-]	-2	-3	1585	4	0.9	7	0	8	-6	1.1
O=C(Nc1cccc(S(=O)(=O)N2CCOCC2)c1)c1c2c(nc3ccccc13)CCC2	-2	-2	1416	1	0.9	-8	2	6	-2	1
CCOC(=O)N1CCN(c2ccc(C(C)=O)cc2F)CC1C (centres undefined)	-5	-1	1450	-6	1.1	-5	-1	-8	-4	1
Cc1nc2ccccc2c(=O)n1/N=C/c1c(O)ccc2ccccc12	-7	0	1475	-2	1	4	5	3	4	1
Cc1ccc(NC(C(N)=O)c2c(C)[nH]c(=O)[nH]c2=O)cc1 (centres undefined)	-4	-4	1516	6	0.8	1	2	17	1	1
CCC(C)n1c(SCC(=O)NC(=O)Nc2ccc3c(c2)OCCO3)nc2ccccc2c1=O (centres undefined)	4	-13	1528	2	0.9	-2	-1	15	-2	1
COc1ccc(-n2cnnc2)cc1	-1	2	1614	-6	0.9	5	0	6	-4	1
Cc1ccc(C(=O)CSc2nnc3c4ccccc4nc(C(C)(C)C)n23)cc1	-1	-10	1553	-2	0.8	1	-2	20	-1	1
COc1ccccc1NC(=O)Cn1cnc2c(cnn2-c2ccc(C)c(C)c2)c1=O	-1	4	1423	-2	1	0	12	2	-6	1.1
Cc1cccc(C)c1NC(=O)N1CC=C(n2c(=O)[nH]c3ccccc32)CC1	-2	-2	1476	2	1.1	9	3	-5	-4	1
CNc1nc2[nH]c(=O)c3c(c2s1)OC(N)=C(C#N)C3c1cccc(F)c1 (centres undefined)	-5	-9	1616	-4	1.1	3	5	-7	-3	1
COc1ccc(-n2c(O)c(/C=N/Nc3nc(C)cc(C)n3)c3ccccc3c2=O)cc1OC	-2	-6	1369	9	1.1	1	3	-6	5	0.9
O=C(NC(Cc1ccccc1)c1ccc2c(c1)OCCCO2)c1ccccc1 (centres undefined)	-6	-9	1600	5	0.9	5	3	10	-2	1
O=C1C(Cl)=C(NCC2CCCO2)C(=O)N1c1cccc(Cl)c1Cl (centres undefined)	0	1	1577	2	0.9	10	19	6	0	1
CCOC(=O)N1CCN(S(=O)(=O)/C=C/c2ccccc2)CC1	0	-11	1480	11	1	2	-12	4	-12	1.1
COc1ccc(-c2nc3c(-c4ccc(F)cc4)cnn3cc2C)cc1F	0	-7	1673	9	0.9	0	5	12	-4	1
C#CCOCCOCCOCCNc1nc(N2CCN(C(=O)[C@H](CCCCN)n3cc(C(N)CO)nn3)CC2)nc(N2CCN(C(=O)[C@H](CCC(=O)O)n3cc(C(N)[C@H](C)CC)nn3)CC2)n1 (some centres undefined)	-4	0	1578	-1	1.1	8	5	-7	-6	1.1
Cc1cc2ccccn2c1C(=O)c1nc(N2CCOCC2)ncc1Cl	-1	1	1605	-7	0.9	-4	-1	8	2	1
Cc1c(CN(C)C)c2c(n1C)C(=O)c1ccc(Br)cc1-2	0	-3	1439	-3	0.9	-8	22	6	3	1
COC(=O)c1ccc(C(=O)OC)c(NC(=O)COC(=O)c2ccc(OC)c(OC)c2OC)c1	-2	-17	1446	1	0.9	10	-1	6	-1	1
CCNc1nc2nonc2nc1NCC	-7	-14	1543	5	0.9	0	2	11	-6	1.1

Molecules above that contain a nitro group on carbon (four):
SMILES	Efa HMGR inh	TNAP inh no acc	SRC2 TRFRET art	PPARg SRC1 recr	bIAP act	PPARg SRC-2 ag	PPARg SRC-3 ag	bIAP inh	TNAP inh hi DEA	TNAP act hi DEA
Cc1cccc(-n2nc([N+](=O)[O-])c(=NCc3cccnc3)n2O)c1	-4	-2	1478	1	1	4	2	1	0	1
O=C(Cc1ccccc1)N/N=C/c1cccn1-c1ccc([N+](=O)[O-])cc1	-5	7	1350	-7	1	-5	-7	1	6	0.9
O=C(COc1ccc([N+](=O)[O-])cc1)Nc1ccc(N2CCCC2)cc1	4	-5	1782	3	0.9	9	5	12	1	1
Cc1ccc(C(=O)COC(=O)c2cnccn2)cc1[N+](=O)[O-]	-2	-3	1585	4	0.9	7	0	8	-6	1.1
